Screening results from PubChem.
mcGAS inh = blocks mouse cGAS activity; inhibition, % at 12.5 µM; Q8C6L5; recombinant cGAS, Kinase-Glo ATP depletion luminescence; actives 0.15% (n = 160,000);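 further: 0% = negative control wells and 100% = reference inhibitor with no enzyme activity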
hcGAS lum = blocks human cGAS activity; recombinant h-cGAS, ATP depletion, Kinase-Glo luminescence; inhibition, % at 12.5 µM; actives 0.081% (n = 290,000);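 further: 0% = vehicle reaction and 100% = reaction without DNA for no activity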
Target sequence (Q8N884 whole entry, looked up): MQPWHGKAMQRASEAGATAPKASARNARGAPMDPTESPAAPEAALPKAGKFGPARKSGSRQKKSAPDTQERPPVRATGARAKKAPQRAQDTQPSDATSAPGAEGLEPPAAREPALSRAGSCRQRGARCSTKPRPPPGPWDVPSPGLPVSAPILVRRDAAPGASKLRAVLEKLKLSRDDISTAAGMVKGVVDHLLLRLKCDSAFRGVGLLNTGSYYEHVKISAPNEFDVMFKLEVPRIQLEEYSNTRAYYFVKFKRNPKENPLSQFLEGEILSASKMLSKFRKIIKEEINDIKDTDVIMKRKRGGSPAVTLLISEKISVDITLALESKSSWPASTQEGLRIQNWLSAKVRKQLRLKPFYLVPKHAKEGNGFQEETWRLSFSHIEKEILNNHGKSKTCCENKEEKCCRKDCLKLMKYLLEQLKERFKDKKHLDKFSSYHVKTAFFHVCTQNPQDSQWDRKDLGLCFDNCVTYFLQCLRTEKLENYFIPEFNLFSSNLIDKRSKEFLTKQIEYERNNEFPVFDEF
NPYLR7 agonist = activates Aedes aegypti NPYLR7 receptor | actives 0.15% (n = 270,000) | activation, % at 10 µM | HEK293T NPYLR7/Galpha15, GCaMP6s calcium fluorescence; in the data active means activation above about 40%;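 further: 0% = vehicle and 100% = reference agonist at the receptor; some compounds past the cut are filed as inactive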
* = called active by the depositor; . = not tested or not shown; & = joins results of further samples. Unless noted, no stated cut-off is given here; in the data, active means inhibition above about 40%; inactive means the rest. An excerpt (hit frequency here may not be typical).

SMILES	mcGAS inh	hcGAS lum	NPYLR7 agonist
Nc1ncc([N+](=O)[O-])cc1[N+](=O)[O-]	.	-5.5	0.4
CC(C)CSC(CN)c1cccc(Cl)c1 (stereo not drawn)	-16.0	-8.2	14.1
Cn1nc(-c2cccc3c2CCNC3)ccc1=O	.	-6.6	5.3
Cc1cccc(COC(CN2CCN(C(=O)Cc3cccs3)CC2)c2ccc(Cl)cc2)c1 (stereo not drawn)	-4.7	-5.2	0.6
CN1CCN2CCN(C(=O)c3ccncc3F)CC2C1=O (stereo not drawn)	.	-2.3	-1.8
CC(C)(C)c1ccc(COc2coc(CN3CCN(C(=O)Cc4ccc(F)cc4)CC3)cc2=O)cc1	-4.6	-1.6	0.6
O=c1[nH]c2ccccc2n1C1CCNCC1	.	-5.9	5.1
Cc1cc(C)cc(C(=O)OC2CC3CCC(C2)N3C)c1 (stereo not drawn)	.	-1.8	-20.1
CC1CN(P(=S)(C=C(Cl)c2ccccc2)C=C(Cl)c2ccccc2)CC(C)O1 (stereo not drawn)	-3.9	-1.6	3.1
Cc1ccc(C(=O)C2(C)N(O)C(C)C(c3cccs3)=[N+]2[O-])cc1 (stereo not drawn)	.	-3.8	-9.9
O=[N+]([O-])c1ccc(N2CCN(Cc3c(F)cccc3Cl)CC2)cc1	-8.5	-7.8	-0.2
c1ccc(N2CCNCC2)c(-c2cccc3cccnc23)c1	-18.2	-3.0	3.7
COCCOC(=O)C1C(=N)OC(C)=C(C(=O)OCc2ccccc2)C12C(=O)Nc1ccccc12 (stereo not drawn)	2.0	-1.4	-17.7
Cc1ncc(CC(=O)N2CCN(C)C(c3ccccc3)C2)c(=O)[nH]1 (stereo not drawn)	.	-5.1	5.1
CNC(=O)[C@@H]1[C@@H](c2ccccc2)CN2CCN(C)C[C@H]12	-0.5	-2.8	2.5
OCc1cnc[nH]1	-3.1	-2.1	0.7
Cc1cc(C(=O)NC(C)c2ccc(F)c(F)c2)nn1C(C)(C)C (stereo not drawn)	.	-5.2	1.1
CSCCN1CCN(C(=O)Cc2c(C)n[nH]c2C)CC1	-5.0	-4.3	.
O=C(NCc1ccsc1)c1cn(CC2CCCO2)cc(C(=O)NC2CCCCCCC2)c1=O (stereo not drawn)	-6.7	-16.0	12.0
CC(=O)NS(=O)(=O)c1ccc(NC(=O)c2cccn(Cc3ccccc3F)c2=O)cc1	.	-8.3	8.5
CC(C)OC(=O)Nc1cccc(Cl)c1	.	-6.3	-5.7
COCCn1c(C)cc2c(c1=O)C1(C(=O)N(CC(C)C)c3ccccc31)C(C(=O)OC)C(=N)O2 (stereo not drawn)	-0.1	1.2	-1.9
O=[N+]([O-])c1ccc(Cl)c2nonc12	-4.9	-14.3	139.0*
CCCCCc1ccc(C(=O)N2CCN(CCOC(c3ccccc3)c3ccccc3)CC2)cc1	-6.2	-1.6	16.6
CC1(C)C2(C(=O)N3CCN(CCOC(c4ccccc4)c4ccccc4)CC3)CC[C@@]1(C)C(=O)O2	-4.1	-3.0	13.6

Following part.
SMILES	mcGAS inh	hcGAS lum	NPYLR7 agonist
C=Cc1ccc(S(=O)(=O)N2CCN(CCOC(c3ccccc3)c3ccccc3)CC2)cc1	-8.7	-3.9	23.7
c1cc(C2CCCNC2)[nH]n1 (stereo not drawn)	-13.6	-7.6	8.0
CCC(=O)OC1(Cc2ccc(CC)cc2)CC(C)N(C)CC1C (stereo not drawn)	.	1.7	-5.5
C=CCSCC(=O)N1CCC2(CCNCC2)CC1	.	3.7	-4.1
CCOC(=O)c1cccc(C(OCCN2CCN(S(=O)(=O)c3cc(Cl)cc(Cl)c3)CC2)c2ccccc2)c1 (stereo not drawn)	-7.9	-11.2	3.4
C=CCOC(CN1CCN(C(=O)Cc2ccc(OC)c(OC)c2)CC1)c1cccc(OC)c1 (stereo not drawn)	-0.4	1.8	-8.4
CCn1nc(C)c(NC(=O)CN2CC=C(c3cnn(C(C)(C)C)c3)CC2)c1C	0.7	1.7	-6.2
NC(=O)c1ccc(N)nc1	-2.8	-4.2	.
CC(=O)OC1C2CCC1C(N1CCCC1)CC2 (stereo not drawn)	-7.0	-3.3	2.9
CCN(CC)P1(=S)C(=C2N(C)c3ccccc3C2(C)C)C=NN1C (stereo not drawn)	.	-5.2	15.1
Cc1cccnc1CC(C)N(C)Cc1cccs1 (stereo not drawn)	-10.1	-3.3	1.0
CC(C)c1cc(=O)n2c(n1)SCC2CC(=O)N1CC2CC(C1)c1cccc(=O)n1C2 (stereo not drawn)	.	2.4	-2.6
COc1ccc(OC)c(C2SCC(=O)N(CC(=O)N3CCCC3)c3c2c(C(C)(C)C)nn3C)c1 (stereo not drawn)	-8.0	-2.4	.
CC(NC(=O)C1CCN(CCc2c[nH]c3ccccc23)CC1)c1ccccc1 (stereo not drawn)	-4.5	-4.1	14.2
Fc1cc2ncn(Cc3cnc(Cl)s3)c2cc1F	.	-7.2	2.6
CC(C)Nc1ccnc(N2CCN3CCN(C)CC3C2)n1 (stereo not drawn)	.	-7.7	26.7
CN(C)c1ccc(C=C(C#N)C#N)cc1	-3.6	-4.8	2.0
Cc1nn2c(C3C4C=CC(C4)C3C(=O)O)nc3ccccc3c2nc1=O (stereo not drawn)	.	-2.8	-0.3
CCc1c(C)nc(N)nc1N1N=C1SCC#N	-5.8	-5.0	-0.2
CCn1c(C)c(C(=O)CN(CCN2CCOCC2)C(=O)COc2ccc(Cl)cc2)c(C)c1C(=O)OC	-3.1	-3.4	-12.2
CC(C)(C)c1cc(C(=O)N2CCN(CCOC(c3ccccc3)c3ccccc3)CC2)n(Cc2ccccc2)n1	-8.3	-7.4	4.2
CN1C2CCC1CN(C(=O)C1CC(=O)N(c3ccccn3)C1)CC2 (stereo not drawn)	.	-4.8	2.7
C#CCN(C)S(=O)(=O)c1ccc(Cn2nc(C(=O)NCCCN3CCCC3=O)c3ccccc32)cc1	-5.1	-6.4	20.2
CC(C)NCC(O)c1ccccc1Cl (stereo not drawn)	.	-7.4	-25.8
CN1CCC2(CC1)N1CC3(C)CN2CC(C)(C1)C3=O	.	-8.7	4.9

Quoted at random: 2 compounds from above.
SMILES	mcGAS inh	hcGAS lum	NPYLR7 agonist
CN(C)c1ccc(C=C(C#N)C#N)cc1	-3.6	-4.8	2.0
CCc1c(C)nc(N)nc1N1N=C1SCC#N	-5.8	-5.0	-0.2

Just hcGAS lum (5 entries from above):
canonical_smiles,hcGAS lum
c1cc(C2CCCNC2)[nH]n1 (stereo not drawn),-7.6
CCC(=O)OC1(Cc2ccc(CC)cc2)CC(C)N(C)CC1C (stereo not drawn),1.7
C#CCN(C)S(=O)(=O)c1ccc(Cn2nc(C(=O)NCCCN3CCCC3=O)c3ccccc32)cc1,-6.4
CN1CCC2(CC1)N1CC3(C)CN2CC(C)(C1)C3=O,-8.7
CC(NC(=O)C1CCN(CCc2c[nH]c3ccccc23)CC1)c1ccccc1 (stereo not drawn),-4.1

Later entries.
SMILES	mcGAS inh	hcGAS lum	NPYLR7 agonist
CCOC(=O)C1=C(C)OC(=N)C(C#N)C12C(=O)Nc1ccccc12 (stereo not drawn)	-5.9	3.4	7.3
CN1CCN(P2(=S)C3=C(CCC3)C3=C(CCC3)N2c2ccccc2)CC1 (stereo not drawn)	.	-4.3&-7.7	-3.9&1.2
CC(C)C1OC2OC(=N)C(C#N)(C2(C)C)C1(C#N)C#N (stereo not drawn)	.	15.9	4.7
NC1(c2ccccc2Cl)CCCCC1=O (stereo not drawn)	.	-3.1	-5.6
COc1ccc(N(C)C(=O)c2ccc(Cn3nc(C(=O)N4CCN(CCO)CC4)c4ccccc43)cc2)cc1	-2.5	-2.4	-0.3
C#CCN(C)S(=O)(=O)c1ccc(Cn2nc(C(=O)NCCOC)c3ccccc32)cc1	-4.9	-6.8	13.2
O=c1[nH]c(CN2C[C@@H]3[C@H](C2)[C@H]2CC[C@@H]3O2)nc2ccsc12	-0.9	1.6	-4.9
O=C(Nc1ccc(F)c(F)c1F)c1cccn(Cc2ccccc2)c1=O	.	-2.3	14.0
c1cc2c3c(cccc3c1)CC2	-4.2	-2.4	7.4
Cc1cc(C(=O)NC(C(=O)N(C)C)c2ccccc2)c(C)n1C(C)C (stereo not drawn)	-1.2	-7.3&4.5	4.1&1.3
COc1cc(OC)cc(-c2nc3ccccc3c(=O)n2-c2cccc(C)c2)c1	2.9	-3.4	5.2
COc1ccc(C(=O)C2CCCN(Cc3cccc(F)c3)C2)c(OC)c1 (stereo not drawn)	.	-12.9	11.5
O=C(Nc1ccncc1)c1cccn(Cc2c(F)cccc2Cl)c1=O	.	-11.5	13.3
O=C1N[C@H]2CCC[C@@H]1CN(Cc1cnc(N3CCCC3)nc1)C2	-1.8	-3.8	.
Cc1cccc(-n2c(-c3ccccc3I)nc3ccccc3c2=O)c1	0.1	4.3	-0.4
N=c1sccn1Cc1ccccc1F	.	-5.2	0.5
COc1ccccc1CC(C)N(C)C(=O)Cc1csc(C)n1 (stereo not drawn)	.	1.5	-2.8
FC(F)OC(F)(F)C(F)Cl (stereo not drawn)	.	-0.3	-18.4
Cc1noc2ccc(C3NCCc4[nH]cnc43)cc12 (stereo not drawn)	.	-2.6	9.8
O=C1Nc2ccc(Cl)cc2C(c2ccccc2Cl)=NC1O (stereo not drawn)	.	-2.3	11.9
Cc1[nH]c(=O)n(C(C)(C)C)c(=O)c1Cl	.	-8.0	-6.0
CC(C(=O)NC(N)=O)N1CCC2(CCCCC2)C1 (stereo not drawn)	-10.6	-5.9	3.0
Cn1cc(CCN2CCN(c3ccccc3Cl)CC2)cn1	.	-0.5	-10.2
COC(c1ccccc1)C(C)NCCO (stereo not drawn)	.	7.5	0.5
CCNCC(O)c1cccc(O)c1 (stereo not drawn)	.	-6.7	19.9

(listing goes on)
SMILES	mcGAS inh	hcGAS lum	NPYLR7 agonist
C=CCc1cc(OC)c2c(c1OC)OCO2	-3.2	-4.7	4.1
CCc1c(C)nc(N)nc1N1N=C1SCCOc1ccccc1	-5.9	-5.3	2.3
C[N+]1(C)CCC(OC(=O)C(O)(c2ccccc2)c2ccccc2)CC1	-8.0	-9.7	-5.2
COC1=CC(=O)O[C@@H](/C=C/c2ccccc2)C1	-4.3	-5.4	-0.8
O=C(c1ccc(F)cc1)N1CCSC12CCNCC2	.	-4.8	9.9
CCN1C[C@]2(C)CC[C@H](O)[C@]34C1[C@H](C[C@H]23)[C@@]1(O)C[C@H](OC)[C@H]2C[C@@H]4[C@@H]1C2O (stereo partly drawn)	-5.1	-10.2	-2.0
CN(C)c1ccc(C=C2C(=O)NC(=S)NC2=O)cc1	.	0.8	-1.5
O=C(CSc1ccccn1)N1CC[C@H]2CC[C@@H](C1)N2	.	-10.1	-5.1
O=S(=O)(c1ccc(Cl)cc1)c1ccc(Cl)cc1	-0.5	-1.1	-5.1
CN1C(=O)C(=Cc2ccccc2Cl)C(=O)N(C)C1=O	.	-1.9	-0.7
CC(C)(C)c1ccc(OCC(=O)N2CCN(CCCOC(c3ccc(Cl)cc3)c3ccc(Cl)cc3)CC2)cc1	-6.9	-4.3	3.7
Nc1cc(-c2cccc3c2CCNC3)ncn1	-17.7	-2.3	8.2
COCCNC(=O)CN1C(=O)CSC(c2ccc(F)cc2F)c2c(-c3ccccc3)nn(-c3ccc(F)cc3)c21 (stereo not drawn)	-5.2	-2.4	22.6
CC(Cn1ccnc1)NCc1n[nH]c2c1CCC2 (stereo not drawn)	.	-5.6	2.8
O=C(c1cnn2ccccc12)N1C[C@H](c2ccccc2)[C@@H]2[C@H]1C1CCN2CC1	.	-8.0	9.7
N#CC1C(=N)Oc2c(c(=O)oc3ccccc23)C1C1CC=CCC1 (stereo not drawn)	-5.8	-6.5&-1.1	4.8&-4.2
Cc1nn(CCC#N)c2c1P(=S)(N1CCCCC1)OC(c1ccc(F)cc1)=N2 (stereo not drawn)	.	-4.3	2.2
CC1Cc2ccccc2N1P(=O)(N(C)C)N(C)C (stereo not drawn)	-9.4	-7.5	5.1
Nc1cc(Cl)ccc1Cl	-4.1	-4.1	2.9
CC1CN(C2(n3nnc4ccccc43)CCC(C(C)(C)C)CC2)CC(C)O1 (stereo not drawn)	-3.8	-4.4	.
COc1ccc(Cl)cc1S(=O)(=O)N1CCN(CCOC(c2ccccc2)c2ccc(N3CCOCC3)cc2)CC1 (stereo not drawn)	-7.6	-11.2	3.8
O=C(c1cccnc1)C1CCCN(Cc2cc3n(n2)CCCNC3)C1 (stereo not drawn)	.	-4.4	9.1
Cc1cc(C)n(CC(C)NCCc2c[nH]c3c(C)cccc23)n1 (stereo not drawn)	-10.9	-3.4	1.4
Cc1cc(O)c(C(=O)Nc2cccc(Cl)c2)c(=O)n1CC1CCCO1 (stereo not drawn)	-0.5	0.0	-2.7
NC(=O)CN1CCCN(C(=O)Cc2ccc(F)c(Br)c2)CC1	.	-7.8	10.2

The list goes on.
SMILES	mcGAS inh	hcGAS lum	NPYLR7 agonist
NCCc1ccc(Oc2ccccc2)c(F)c1	.	-13.9	-6.8
Cc1cccc(CN(C)C(C)Cc2ncccc2C)n1 (stereo not drawn)	.	-9.6	9.3
c1cc2n(c1)-c1c(ccc3c1OCO3)CNC2c1ccc2c(c1)OCO2 (stereo not drawn)	.	-7.9	-1.0
CN1CCN(c2ncnc3sccc23)CC1	.	-4.0	-3.6
c1ccc2c(c1)[nH]c1cnccc12	5.6	-1.5	8.7
COc1ccc(NC(=O)C(C2CCCC2)N2CCN(C(=O)Cc3cccs3)CC2)cc1 (stereo not drawn)	-7.1	-8.4	-3.0
O=C(Nc1cccc(Cl)c1)N1CCN(CCOC(c2ccccc2)c2ccccc2)CC1	-7.6	-4.4	18.6
O=C1NC(C(=O)N2C3CCC2c2ccccc23)CS1 (stereo not drawn)	.	-8.2	-3.3
Cc1cccnc1CC(C)N(C)Cc1ccc(CO)o1 (stereo not drawn)	.	-7.5	7.1
Cn1nc(-c2ccco2)cc1[C@H]1CN2CC[C@H]1C[C@@H]2CNC(=O)c1ccc2c(c1)OCO2	-2.9	-0.4	-7.6
